From PubChem BioAssay
HADH2 inhib: inhibitors of human HADH2 dehydrogenase; actives 3.4% (n = 73,000); recombinant HADH2, NADH fluorescence, beta-hydroxybutyryl-CoA; AID 886; Potency, µM (titrated, usually from 57.1 µM), for inactives: at the top dose activity change, negative = inhibition, usual class: inhibitors; Q99714; note: potency is the fitted concentration of half-maximal effect; % is set by controls: 0 for no effect and ±100 for the full control effect; nearly all actives have a fitted effect of over 60% in size; many of its hits are not listed in these tables
Target sequence (Q99714 whole entry, looked up, one chain of several): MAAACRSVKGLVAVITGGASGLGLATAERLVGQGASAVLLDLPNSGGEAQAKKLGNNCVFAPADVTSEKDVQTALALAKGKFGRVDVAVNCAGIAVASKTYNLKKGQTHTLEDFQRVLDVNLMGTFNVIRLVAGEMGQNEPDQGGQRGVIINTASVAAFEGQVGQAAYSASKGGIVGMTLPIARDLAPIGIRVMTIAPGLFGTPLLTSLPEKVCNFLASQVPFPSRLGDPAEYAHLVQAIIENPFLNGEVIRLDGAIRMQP
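Buffer 100 mM Tris-HCl pH 9.0/0.01% Tween-20; HADH2 20 nM; NAD+ 1 mM; beta-hydroxybutyryl-CoA 90 uM (all final). 15 min cpd preincubation, RT.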
Luciferase inh: blocks Photinus pyralis firefly luciferase activity; actives 2.2% (n = 72,000); Potency, µM (titrated, usually from 57.1 µM), for the others: at the top dose activity change, negative = inhibition, hits mostly inhibitors; P08659; purified firefly luciferase, luminescence, 8 min; note: potency is the fitted concentration of half-maximal effect; % is set by controls: 0 for no effect and ±100 for the full control effect; nearly all actives have a fitted effect of over 40% in size
Target sequence (P08659 whole entry, looked up): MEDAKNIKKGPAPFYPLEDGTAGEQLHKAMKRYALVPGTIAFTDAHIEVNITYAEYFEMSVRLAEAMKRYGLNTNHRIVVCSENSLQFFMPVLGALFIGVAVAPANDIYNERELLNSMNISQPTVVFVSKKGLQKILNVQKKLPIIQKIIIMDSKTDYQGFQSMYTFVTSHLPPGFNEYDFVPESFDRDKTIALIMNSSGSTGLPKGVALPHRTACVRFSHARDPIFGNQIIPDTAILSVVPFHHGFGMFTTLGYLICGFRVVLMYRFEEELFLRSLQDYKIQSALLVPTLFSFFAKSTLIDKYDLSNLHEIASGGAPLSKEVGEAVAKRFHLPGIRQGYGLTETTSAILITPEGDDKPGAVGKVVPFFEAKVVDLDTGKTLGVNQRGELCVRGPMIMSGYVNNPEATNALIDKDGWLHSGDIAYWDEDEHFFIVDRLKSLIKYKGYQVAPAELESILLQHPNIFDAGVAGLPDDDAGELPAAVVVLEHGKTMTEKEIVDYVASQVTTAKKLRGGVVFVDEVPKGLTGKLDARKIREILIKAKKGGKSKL
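Here, luciferase activity is measured as luminescence following an 8 min room-temperature reaction at 10 uM ATP, pH 7.2. Every library sample is titrated.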
ERK AVP inh: vasopressin-driven ERK pathway inhibition. HEK293-V1b, vasopressin-stimulated pERK AlphaScreen. Potency, µM (top dose mostly 57.5 µM), without a hit: top-dose activity, negative = inhibition, actives largely listed as inhibitors. actives 0.99% (n = 72,000); note: potency is the fitted concentration of half-maximal effect; % is set by controls: 0 for no effect and ±100 for the full control effect; nearly all actives have a fitted effect of over 55% in size
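V1b-HEK293 cells; cpd 30 min 37C; 25 nM vasopressin 5 min; lyse 10 min; AlphaScreen beads 5 hr RT. Normalized to DMSO basal and 25 nM vasopressin; AC50 by Hill fit.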
UbGFP stabilizer: inhibits proteasome, raising ubiquitin-GFP reporter fluorescence. Ubiquitin-GFP reporter cells, proteasome inhibition, GFP fluorescence; response scale: untreated = 0%, 10 µM MG-132 = 100%. Potency, µM (top dose mostly 45.9 µM), without a hit: at the highest dose activation (GFP accumulation), actives largely listed as activators. 67,000 tested, under 10 active. AID 526; active = well fitted activation curve with a large enough effect, not every such curve was filed as active; inconclusive = small, poorly fitted or top-dose-only effect, or another doubt; inactive = no such curve, though single readings can be large or run the other way; note: potency is the fitted concentration of half-maximal effect
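U2OS Ub(G76V)-GFP reporter; O/N plating, 0.5% FBS; cpd 46 uM–2.9 nM, 4 h, 37 °C; GFP+ cell count, 488/515 nm; norm. to basal vs 10 uM MG-132; CRC fit.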
HBB splicing: hemoglobin beta splicing modulation | HBB splicing reporter cell assay, activation; EGFP reporter with mutant IVS2-654 intron; response scale: normalised to 500 nM splice-correcting PNA | Potency, µM (titrated, usually from 46.1 µM), for the others: top-dose activation, actives largely listed as activators | actives 0.06% (n = 65,000) | AID 925; note: potency is the fitted concentration of half-maximal effect; 0% is about no effect
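HeLa cells stably expressing EGFP interrupted by mutant beta-globin intron 2 (IVS2-654), 500/well in 2% FCS. Treated with compound for 2 days at 37C. Splicing correction scored as total well GFP intensity (488 nm excitation, 500-520 nm emission); 500 nM antisense PNA served as control.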
Tau fil binding: binds recombinant human tau filaments | P10636 | recombinant tau filaments, thioflavin S fluorescence, 15 h; filaments grown with octadecylsulfate alongside compound | Potency, µM (doses to about 57.1 µM), inactives show at the highest dose activity change, negative = inhibition | actives 2% (n = 71,000);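 note: potency is the fitted concentration of half-maximal effect; % is set by controls: 0 for no effect and ±100 for the full control effect; actives lower thioflavin S fluorescence by blocking filaments or displacing dye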
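Tau 2 uM in ThS buffer dispensed; compound added; 60 uM ODS added (finals 1 uM tau, 30 uM ODS); 15 h 37 C; fluor ex450/em510.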
Hsp90 Hop PPI: changes Hsp90-Hop TPR2A binding signal, up or down | actives 0.44% (n = 71,000) | AlphaScreen TPR2A-His6 binding biotin-Hsp90 C-terminal peptide | Potency, µM (highest dose often 57 µM), for inactives: top-dose activity change, negative = inhibition | AID 595; active = well fitted curve in either direction with a large enough effect; inconclusive = small, poorly fitted or top-dose-only effect, or another doubt; note: potency is the fitted concentration of half-maximal effect; % is set by controls: 0 for no effect and ±100 for the full control effect; many of its hits are not listed in these tables
Pol III holo inh: blocks replication by bacterial DNA polymerase III holoenzyme. reconstituted DNA polymerase III holoenzyme replication, biochemical. Potency, µM (doses to about 57.1 µM), inactives show at the top dose activity change, negative = inhibition. actives 0.25% (n = 71,000). AID 603; note: potency is the fitted concentration of half-maximal effect; % is set by controls: 0 for no effect and ±100 for the full control effect
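Reconstituted *E. coli* holoenzyme (0.35 nM Pol III, 1 nM beta, 154 nM SSB, 2 nM primase) was preincubated with compound for 15 min at RT. Synthesis on 1.4 nM ssM13Gori ran 35 min, then was stopped with PicoGreen/EDTA and read as dsDNA fluorescence.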
CRE Fsk mod: CRE-bla signaling modulation under forskolin stimulation | CHO CRE-bla reporter (cAMP response element driving beta-lactamase), forskolin EC10, beta-lactamase ratio | actives 2.5% (n = 71,000) | Potency, µM (highest dose often 38.2 µM), without a hit: at the top dose activity change, negative = inhibition, usual class: activators | AID 662; active = well fitted activation curve with a large enough effect in the signal ratio, with a control signal flat, not every such curve was filed as active; inconclusive = small, poorly fitted or top-dose-only effect, or effect the other way, or a change in a side signal; the % refers to the signal ratio; note: potency is the fitted concentration of half-maximal effect; % of control where 0% means no effect
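CRE-bla CHO reporter cells treated with compound titration plus EC10 NKH 477 (water-soluble forskolin), incubated 3 h at 37 °C; CCF4 loading 2 h at room temperature, 460/530 nm emission ratio read, AC50 values derived for positive or negative modulators.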
15-hLO inh: inhibitors of human 15-lipoxygenase (ALOX15). P16050. purified 15hLO-1, xylenol orange hydroperoxide absorbance. Potency, µM (highest dose often 57.1 µM), inactives show top-dose activity change, negative = inhibition, hits mostly inhibitors. actives 1.4% (n = 74,000); note: potency is the fitted concentration of half-maximal effect; % is set by controls: 0 for no effect and ±100 for the full control effect; nearly all actives have a fitted effect of over 55% in size
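Compounds were preincubated 15 min at room temperature with 40 nM purified human enzyme (25 mM Hepes pH 7.5, 0.01% Triton X-100); 50 uM arachidonic acid reacted 6 min. Fe-xylenol orange detection, 30 min, absorbance ratio 573/405 nm.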
Epigenetic mod: epigenetic GFP locus derepression in mouse cells; actives 0.09% (n = 68,000); Potency, µM (top dose mostly 46.1 µM), without a hit: at the highest dose GFP derepression (activation); mouse C127i GFP locus derepression, cytometry, 30 h; note: % of control where 0% means no effect
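Read-out is the number of GFP-positive cells, scored as fluorescent objects 20 to 120 um wide, reflecting derepression of a silenced CMV-GFP reporter in murine C127i cells after 30 h compound exposure at 37 C.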
Numbers without * were called inactive; ? = inconclusive; / = no result given; [ ] = another dose, or the depositor's remark. Unless noted, calls come from the whole dose curve; as a rule, active = well fitted curve in the direction sought with a large enough effect; inconclusive = small, poorly fitted or top-dose-only effect, or another doubt; inactive = no such curve, though single readings can be large; an effect the other way counts as inactive or inconclusive. The list is partial, so the mix of outcomes need not match the whole.

SMILES	HADH2 inhib	Luciferase inh	ERK AVP inh	UbGFP stabilizer	HBB splicing	Tau fil binding	Hsp90 Hop PPI	Pol III holo inh	CRE Fsk mod	15-hLO inh	Epigenetic mod
CC(=O)Nc1cccc(OCC(=O)NS(=O)(=O)c2ccc(C)cc2)c1	1.8%	1.1%	10.0%	-3.9%	-0.4%	-8.7%	-1.1%	-3.2%	-8.4%	12.5%	0.0%
Cc1cc(C)n2nc(C(=O)Nc3ccccc3N3CCOCC3)nc2n1	1.4%	1.0%	8.4%	2.6%	-2.2%	9.0%	-1.8%	0.6%	?	12.8%	1.0%
Cc1c(O)c(CN2CCCC2)cc2c3c(c(=O)oc12)CCC3	-28.0%	0.0%	-9.7%	6.0%	1.3%[57.5 µM]	13.6%	-5.4%	-12.2%	?	11.4%	0.0%
CCC(=O)N1Cc2ccccc2-c2ccccc2C1=O	10.0%	1.4%	-11.5%	4.9%	-0.5%	2.1%	-6.1%	-0.2%	-6.0%	-7.3%	1.2%
CC(NS(=O)(=O)c1ccc(OCC(=O)N2CCOCC2)cc1)c1ccccc1 (centres undefined)	-0.8%	0.6%	6.1%	-0.5%	0.4%	4.7%	-2.0%	-5.6%	-4.4%	4.3%	-1.7%
COc1cc(C(=O)OC(C)CN2CCCC2)cc(OC)c1OC (centres undefined)	11.8%	1.4%	-20.7%	0.0%	/	-2.8%	1.3%	-5.9%	4.5%	-1.0%	0.0%
COc1ccc(-c2noc(C3CCCN(C(=O)c4cccs4)C3)n2)cc1 (centres undefined)	-2.4%	-3.5%	15.1%	3.9%	/	10.9%	5.2%	-7.5%	6.4%	2.1%	-1.2%
CCOC(=O)CSc1nc2c(c(=O)[nH]c(=O)n2C)n1CCCc1ccccc1	0.2%	0.9%	-8.2%	/	1.7%[0.369 µM]	-12.1%	-0.3%	3.6%	?	7.1%	-2.1%
COc1ccc(CN2CCCCC2C(=O)Nc2ccc(OC)c(OC)c2)cc1OC (centres undefined)	10.8%	1.6%	-24.6%	-16.4%	0.0%	20.0%	-2.9%	0.5%	?	2.8%	-3.3%
CC(=O)c1ccc(-n2nncc2C)cc1	-1.4%	1.7%	14.2%	8.0%	4.4%	-11.9%	-7.4%	-1.5%	?	17.3%	0.0%
O=C(CCCn1c(SCC(=O)c2ccc(O)c(O)c2)nc2ccccc2c1=O)NCC1CCCO1 (centres undefined)	-19.5%	-0.6%	9.5%	-12.6%	1.3%	1.3%	-7.8%	-2.8%	-15.5%	?	0.0%
Cc1nc(NC(=O)c2cccnc2)ccc1Br	?	-0.8%	3.1%	-1.3%	0.0%	7.7%	-2.5%	2.4%	4.4%	8.9%	-2.7%
CCS(=O)(=O)NCCc1cc2c(OC)ccc(OC)c2[nH]c1=O	-6.1%	4.6%	6.4%	-10.6%	0.2%	1.2%	1.2%	-2.7%	19.1%	-2.6%	11.4%
COc1cc(OC)cc(C(=O)OCn2nnc3ccccc3c2=O)c1	-8.8%	2.4%	/	-7.6%	-0.5%	-4.8%	-0.3%	-4.7%	12.6µM*	7.4%	/
O=C(NCCn1ccc2ccccc21)c1ccc2c(c1)OCO2	1.2%	1.9%	/	6.5%	-0.4%	-17.1%	0.0%	-0.1%	-0.5%	3.4%	/
Cc1csc2nc(CCNS(=O)(=O)c3ccc4c(c3)OCCO4)cn12	7.8%	0.9%	/	-8.8%	-0.9%	-2.1%	1.1%	-2.3%	2.4%	7.8%	/
Cn1c(=O)cc(OCC(=O)N2CCN(c3cccc(C(F)(F)F)c3)CC2)c2ccccc21	71.1%[activator]	-0.7%	-10.6%	-16.1%	-1.3%	178.0%	-0.5%	-3.2%	-5.3%	-13.3%	-2.2%
CCOC(=O)C1=C(C)NC(C)=C(C(=O)OCC)C1C(=O)OCC(=O)c1ccc2c(c1)OCCO2	-29.6%	-1.7%	-1.2%	-9.6%	-1.2%	-9.1%	4.5%	2.9%	?	-9.4%	1.0%
O=C(CCc1nc(-c2ccccc2F)no1)NC1CCCCCC1	6.4%	0.2%	15.6%	3.7%	-0.5%	3.3%	-8.7%	0.4%	26.0%	-2.3%	-2.9%
CCCCN1C(=O)c2ccc(C(=O)Nc3c(N)n(CCCC)c(=O)n(C)c3=O)cc2C1=O	?	1.9%	-17.3%	-1.9%	-8.4%	-1.7%	-3.6%	-1.2%	?	-17.2%	0.0%
CCCn1c(SCc2cc(=O)oc3ccc4ccccc4c23)n[nH]c1=O	20µM*	-2.4%	-26.2%	2.0%	0.8%	-20.2%	-5.7%	-7.0%	24.6%	-2.5%	-0.1%
CN(C)c1ncc2ncc(=O)n(C3CC3)c2n1	-7.3%	2.1%[11.4 µM]	-20.2%	0.0%	0.5%	-1.8%	-4.0%	-9.7%	?	0.9%	2.3%[9.22 µM]
COc1cccc(/C=N/n2c(C)c3c(C)nnc(C)c3c2C)c1O	-9.6%	2.0%	5.6%	-2.0%	0.3%	6.7%	3.1%	-4.6%	?	-6.4%	0.0%
CCC1CCCCN1C(=O)CSc1nc2c([nH]c3ccccc32)c(=O)n1C (centres undefined)	8.6%	-0.2%	-7.6%	-4.2%	-1.0%	5.1%	4.1%	3.0%	-2.2%	-12.4%	8.2%
O=C(Cn1cccc1C(=O)c1ccccc1)NCCN1CCOCC1	-7.3%	1.0%	3.3%	4.9%	-3.2%	1.5%	1.5%	-0.8%	?	0.5%	1.0%
CCOC(=O)c1ccc(NC(=O)COc2ccc(S(=O)(=O)NC(C)C)cc2)cc1	15.1%	1.5%	-0.3%	-1.3%	-0.4%	8.9%	-5.0%	-1.3%	-7.2%	-3.5%	0.0%
CSc1cccc(NS(=O)(=O)c2ccccc2)c1	-3.0%	0.4%	11.1%	0.9%	-0.9%[9.22 µM]	-7.8%	0.1%	-4.7%	-8.1%	1.9%	-2.4%
Cc1cccc(OCC(=O)N(Cc2cccs2)C2CCS(=O)(=O)C2)c1C (centres undefined)	0.0%	-0.3%	6.7%	6.7%	2.9%	-4.6%	-0.7%	-6.0%	-13.6%	0.5%	0.0%
Cc1ccc2nnc(Cl)n2n1	-25.7%	2.3%	-7.3%	-6.4%	-0.7%	7.4%	-3.4%	-4.3%	?	-2.4%	2.9%
CCn1c(SCC(=O)Nc2nc3c(s2)CCCC3)nnc1-c1ccccc1	-5.7%	-0.4%	31.6µM*	0.0%	/	26.9%	-12.1%	3.3%	?	-16.7%	0.0%
Cc1ccc(-c2nn(C)c(=O)c3ccccc23)cc1CO	5.2%	1.6%	-18.2%	-2.5%	-0.3%	0.1%	-2.3%	-7.6%	?	7.0%	-1.6%
Cn1c(=O)[nH]c(=O)c2c1nc(NCCCO)n2Cc1ccc(F)cc1	10.6%	-1.1%	-12.0%	-0.1%	-0.2%[57.5 µM]	-5.7%	-1.2%	0.2%	8.2%	10.7%	1.4%
Cc1nc2cncnc2n(Cc2ccccc2Cl)c1=O	16.4%	0.8%[11.4 µM]	-12.0%	10.6%	?	15.8µM*	-3.8%	-2.8%	3.5%	12.0%	2.4%[9.22 µM]
Cc1noc(C)c1-c1nccc(NCc2cccs2)n1	6.5%	0.9%[2.29 µM]	?	-3.4%	0.0%	6.6%	13.8%	-4.0%	?	-4.0%	-0.5%[9.22 µM]
Cc1c(C(=O)N2CCN(C)CC2)oc2c1C(=O)CC(C)(C)C2	12.0%	-0.1%	-12.3%	-6.0%	-0.4%	0.3%	-1.6%	-2.6%	-3.4%	11.3%	8.1%
O=C1CC(c2ccco2)CC(O)=C1C=NCC1NCCc2ccccc21 (centres undefined)	-10.1%	0.5%	8.3%	1.7%	-0.8%	5.0%	-16.0%	-1.5%	-11.3%	-25.0%	3.6%
O=C(Cn1nnc2ccccc2c1=O)Nc1ccc2c(c1)CCC2	10.1%	0.3%	-7.2%	4.4%	-1.3%	-14.3%	-4.5%	-6.8%	-11.2%	-6.7%	-1.2%
N#Cc1cccc(NC(=O)N2CCCC3(CCN(C(=O)c4cc(C(F)(F)F)cc(C(F)(F)F)c4)CC3)C2)c1	-8.3%	-1.4%[11.4 µM]	-13.6%	-11.5%	1.2%	-1.8%	1.6%	-7.3%	-9.9%	-4.2%	-2.3%[9.22 µM]
